Bioassay records (PubChem BioAssay)
H37Rv inhibition – M. tuberculosis growth inhibition, HTS (AID 449762); inhibition, % at 25 µM; hits with a dose series show IC50 in µM; M. tuberculosis H37Rv growth inhibition, 7H9 media; higher % means a stronger effect; 0.59% of 330,000 active; in the data active = a potency from the dose series; inconclusive = inhibition above about 70% without an active follow-up result;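 also: bacterial growth assessed after seven days of incubation; strong numbers were not always called active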
tuberculosis growth – growth inhibition of non-replicating M. tuberculosis (AID 488890); Mycobacterium tuberculosis non-replicating, growth inhibition; higher % means a stronger effect; inhibition, % at 25 µM, or IC50 in µM where a hit was titrated; 0.39% of 320,000 active; in the data active = a potency from the dose series; inconclusive = inhibition mostly from about 82% at the one dose, without a potency; inactive = the rest, 99 in 100 with inhibition below about 76%;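 also: plate controls were DMSO cells for no effect and high antibiotic wells for full effect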
VEEV TC-83 Vero – inhibitors of VEEV TC-83 cytopathic effect, confirmation, Vero cells (AID 588727); Vero cells, VEEV TC-83 cytopathic effect inhibition; higher % means a stronger effect; inhibition, % at 20 µM, or IC50 in µM where a hit was titrated; 0.13% of 350,000 active; in the data active = a potency from the dose series; inconclusive = inhibition mostly from about 14% at the one dose, without a potency; inactive = the rest, 99 in 100 with inhibition below about 12%; also: strong numbers were not always called active
PhoP GFP inhibition – PhoP regulon inhibitors, Salmonella typhi PhoP promoter GFP reporter, confirmatory (AID 1850) | Salmonella Typhi PhoP-promoter GFP reporter, fluorescence, 4 h; higher % means a stronger effect | inhibition, % at 50 µM; hits with a dose series show IC50 in µM | 0.33% of 310,000 active; in the data active = a potency from the dose series; inconclusive = inhibition mostly from about 25% at the one dose, without a potency; inactive = the rest, 99 in 100 with inhibition below about 19%;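 also: 0% = induced wells with vehicle and 100% = uninduced wells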
H1N1 NS1A inhibition – H1N1 influenza NS1A inhibitors, functional cell based assay (AID 504329); NS1A functional cell-based assay, percent inhibition; higher % means a stronger effect; one-dose inhibition, % at 12.5 µM; IC50 in µM for titrated hits; 0.3% of 340,000 active; in the data active = a potency from the dose series; inconclusive = inhibition above about 27% without an active follow-up result; also: strong numbers were not always called active
VEEV TC-83 Vero 10K pilot screen – further read-out of VEEV TC-83 Vero, marked with its call; inhibition, %; measured here: 10K pilot screen inhibition
Starred values were filed as active, the others as inactive; i = inactive; ? = inconclusive; . = no result given; & = joins results of further samples.

SMILES	H37Rv inhibition	tuberculosis growth	VEEV TC-83 Vero	PhoP GFP inhibition	H1N1 NS1A inhibition	others
COc1ccc(C#Cc2ccc3c(c2)c(=O)c2ccccc2n3C)cc1	?	47%	8.4%	-30%	-3%
O=C(CN1CCN(c2ccc(F)cc2)CC1)Nc1ccc(F)c(F)c1	4%	66%	3.2%	7%	-6%
CC1CCc2sc(C(=O)N=Nc3c(O)[nH]c4ccccc34)cc2C1 (configuration not stated)	-6%	18%	.	-3%	.
COCc1nnc(NC(=O)c2ccc(S(=O)(=O)N(C)Cc3ccccc3)cc2)o1	1%	26%	?	0%	-1%
CCN(c1ccccc1)S(=O)(=O)c1cccc(C(=O)NCC(c2ccc(F)cc2)N2CCOCC2)c1 (configuration not stated)	.	.	7.3%	.	-2%
Cc1cccnc1-n1c(-c2ccco2)nc2ccccc2c1=O	-6%	-7%	0.5%	15%	9%
Cc1ccc(C(=O)NCC(=O)OCC(=O)NC2CCCC(C)C2C)s1 (configuration not stated)	6%	-14%	0.6%	1%	-2%
CC1(c2nnc(-c3ccc(F)cc3)o2)CC(c2cccnc2)=NO1 (configuration not stated)	-3%	32%	i	0%	7%	VEEV TC-83 Vero 10K pilot screen=0.2
O=C(Nc1ccc(C(=O)Nc2ccccc2Cl)cc1)c1cccnc1	-1%	-7%	1.4%	-9%	-4%
Cn1cc(CN2CCC(C(=O)Nc3cccc(-c4cscn4)c3)CC2)cn1	2%	5%	0.8%	-2%	0%
CCOC(=O)N1CCC(Nc2nc(OC)nc(OC)n2)CC1	-2%	7%	2.5%	-3%	9%
CCN(CC(=O)Nc1c(F)cccc1F)C(=O)/C=C/c1ccc(Br)s1	13%	20%	3.3%	-4%	-6%
CN(C(=O)COC(=O)c1ccc2c(c1)OCO2)C1CCCCC1	-3%	1%	i	.	2%
CCN(CC(=O)Nc1ccccc1C(F)(F)F)C(=O)c1cc(-c2ccccc2)nn1-c1ccccc1	5%	17%	6.5%	-1%	-10%
O=C(Nc1cc(C(F)(F)F)ccc1N1CCOCC1)c1cccnc1Cl	-3%	-6%	1.1%	-3%	5%

Of the compounds above, 6 have sulfur.
SMILES	H37Rv inhibition	tuberculosis growth	VEEV TC-83 Vero	PhoP GFP inhibition	H1N1 NS1A inhibition	others
CC1CCc2sc(C(=O)N=Nc3c(O)[nH]c4ccccc34)cc2C1 (configuration not stated)	-6%	18%	.	-3%	.
COCc1nnc(NC(=O)c2ccc(S(=O)(=O)N(C)Cc3ccccc3)cc2)o1	1%	26%	?	0%	-1%
CCN(c1ccccc1)S(=O)(=O)c1cccc(C(=O)NCC(c2ccc(F)cc2)N2CCOCC2)c1 (configuration not stated)	.	.	7.3%	.	-2%
Cc1ccc(C(=O)NCC(=O)OCC(=O)NC2CCCC(C)C2C)s1 (configuration not stated)	6%	-14%	0.6%	1%	-2%
Cn1cc(CN2CCC(C(=O)Nc3cccc(-c4cscn4)c3)CC2)cn1	2%	5%	0.8%	-2%	0%
CCN(CC(=O)Nc1c(F)cccc1F)C(=O)/C=C/c1ccc(Br)s1	13%	20%	3.3%	-4%	-6%

(continued)
SMILES	H37Rv inhibition	tuberculosis growth	VEEV TC-83 Vero	PhoP GFP inhibition	H1N1 NS1A inhibition	others
O=C(NCC1CC1)c1ccc(Nc2nc3ccc(Br)cc3[nH]2)cc1	0%	11%	3.1%	-27%	5%
COc1cccc(NC(=O)c2nn(C)c(C(=O)Nc3cccc(OC)c3)c2[N+](=O)[O-])c1	6%	18%	1.4%	-9%	2%
COc1ccc(CNS(=O)(=O)c2cc3c(cc2C)N(C)CCO3)cc1	4%	-4%	2.8%	3%	3%	VEEV TC-83 Vero 10K pilot screen=0.9
O=C(COC(=O)c1ccc(O)cc1)Nc1cccc(S(=O)(=O)N2CCCCC2)c1	-4%	16%	0.5%	-8%	-26%
COc1ccccc1/C=N/NC(=O)c1nnn(-c2nonc2N)c1CSC1=NCCS1	0%	6%	0.1%	-3%	2%
CCCC(=O)NC(c1ccccc1)c1ccc2cccnc2c1O (configuration not stated)	8%	-12%	9.3%	-1%	21µM*
O=C(/C=C/c1ccccc1)Nc1cccc(C(=O)NCCCCc2ccccc2)c1	.	.	6.0%	.	-6%
Cc1ccc(C(=O)N/C(=C\c2ccccc2)C(=O)NCc2cccnc2)cc1	-2%	-2%	0.5%	-4%	8%
CCC1CCCCN1S(=O)(=O)c1ccc(NC(=O)c2cccnc2)cc1 (configuration not stated)	-2%	-1%	7.2%	-3%	-1%
COc1ccc2cc3cc(C(=O)N4CCN(c5ccccn5)CC4)oc3nc2c1	31%	15%	11%	12%	1%
CCNC(=O)N1CCC(n2nccc2NC(=O)CCCc2ccccc2)CC1	2%	-11%	1.4%	-4%	-2%
CCN1C[C@@H]2[C@@H]3C(=O)N(C)C(=O)[C@@H]3[C@](C)(C1=O)N2C(=O)c1ccc(C(F)(F)F)cc1	.	.	0.0%	.	11%
O=C(NCc1ccc2c(c1)OCO2)C1CCCN1S(=O)(=O)c1ccc(F)cc1 (configuration not stated)	6%	-4%	2.2%	5%	6%
O=C(c1cc2nc(-c3ccco3)cc(C(F)(F)F)n2n1)N1CCCc2ccccc21	6%	-3%	0.6%	-2%	7%
CC1CN(CC(=O)NCc2ccccc2)CC(C)O1 (configuration not stated)	-7%	-9%	0.4%	5%	-17%
CC(C)=C[C@H]1C[C@H](C)[C@H]2CC[C@H](C)c3c(O[C@@H]4OC[C@@H](O)[C@H](O)C4O)c(O)c(C)c1c32 (some centres not stated)	6%	12%	1.3%	.	17%
COc1ccc(OCC(=O)Nc2ccc3c(c2)nc(CCNC(C)=O)n3C)cc1	3%	2%	1.1%	-2%	-2%
COc1ccc(C[C@H]2c3cc(O)c(OC)cc3CC[N+]2(C)[O-])cc1O (some centres not stated)	-1%	0%	0.8%	5%	-3%
CCCc1cc(C(=O)NCCc2ccc(OC)c(OC)c2)no1	-10%	-9%	0.4%	-3%	-12%
Cc1cn(-c2cc(C(=O)Nc3ccc(C)c(NC(=O)C(=O)c4c[nH]c5ccccc45)c3)cc(C(F)(F)F)c2)cn1	50%	10%	9.6%&0.9%	14%	-5%
O=C(Cc1c(F)cccc1Cl)Nc1ccccc1C(=O)N1CCCCC1	-4%	-10%	0.7%	5%	-3%
CC(OC(=O)Cc1n[nH]c(=O)c2ccccc12)C(=O)Nc1ccc(S(N)(=O)=O)cc1 (configuration not stated)	.	.	5.5%	.	-15%
COc1cc(/C=N/NC(=O)c2ccncc2)ccc1OC(=O)c1cc(OC)c(OC)c(OC)c1	?	52%	1.1%	-5%	-6%
Cc1ccc(S(=O)(=O)C(C#N)c2nc3ccccc3nc2N2CCCC2)cc1 (configuration not stated)	-2%	-4%	2.3%	8%	5%
CN1CCC23c4ccccc4NC1C21CCN(C)C3Nc2ccccc21	-3%	-18%	0.2%	4%	-10%
CCOC(=O)Cc1csc(NC(=O)c2ccc3ncsc3c2)n1	0%	-3%	2.1%	-6%	5%
O=[N+]([O-])c1ccc(/C=N/Nc2ncccc2[N+](=O)[O-])s1	?	?	7.3%	2%	11%
COc1ccc(C(=O)/C(C#N)=N/Nc2ccc([N+](=O)[O-])cc2)cc1	12%	?	6.9%	-18%	1%
O=C(N/C(=C/c1cn(-c2ccccc2)nc1-c1ccccc1)C(=O)N1CCOCC1)c1ccc(Cl)cc1Cl	2%	-14%	10%	-9%	4%
C=C[C@@H]1c2cc(C)ccc2N(S(=O)(=O)c2ccc(C)cc2)[C@H](c2ccccc2)C1(C#N)S(=O)(=O)c1ccccc1 (some centres not stated)	3%	75%	i	.	14%
CCOc1ccccc1C(=O)Nc1nnc(C(C)C)s1	-2%	17%	9.7%	6%	5%	VEEV TC-83 Vero 10K pilot screen=5.1
CN1C(=O)C(C)(C)c2cc(S(=O)(=O)N3CCC(C(=O)NCc4ccc(Cl)cc4)CC3)ccc21	-5%	16%	0.5%	-12%	-3%
COC(=O)C1=CO[C@H](C)[C@H]2CN3CC[C@@]4(C(=O)Nc5ccccc54)[C@@H]3C[C@H]12	-13%	9%	i	4%	1%
Cc1ccc(C(C(=O)NCC2CCCO2)N(C(=O)c2snc(C(N)=O)c2N)c2ccc(C)c(C)c2)o1 (configuration not stated)	0%	30%	1.7%	12%	11%
Cc1cc(C)cc(NC(=O)C/C(N)=N/O)c1	-5%	-7%	0.2%	-9%	7%
Cc1ccc(-c2ccc(=O)n(CCC(=O)N3CCC4(CC3)OCCO4)n2)cc1	1%	-1%	i	1%	6%
O=C(Nc1ccc2nc(-c3ccccn3)c(-c3ccccn3)nc2c1)N1CCOCC1	-2%	-2%	1.0%	3%	8%
Cc1cccc(C2N(c3nccs3)C(=O)C3CCCN32)c1 (configuration not stated)	-15%	17%	0.8%	-3%	-3%
CCOC(=O)c1c(C)n(C)c2ccc(OC)c(NC(=O)CN3CCC(C(=O)OCC)CC3)c12	-4%	58%	2.0%	-4%	-23%
CCn1c(CCn2c3ccccc3c3ccccc32)n[nH]c1=S	3%	11%	0.0%	-6%	11%
O=C(c1cccc([N+](=O)[O-])c1)c1ccc2c(c1)OCCOCCOCCOCCO2	7%	7%	2.5%	-3%	.
Cc1cc(F)ccc1S(=O)(=O)N1CCCOC1CNC(=O)C(=O)NC1CC1 (configuration not stated)	3%	6%	1.0%	9%	0%
CCCCn1c(N)c(N(CC)C(=O)Cc2ccc(S(=O)(=O)N3CCOCC3)s2)c(=O)[nH]c1=O	-6%	-11%	0.3%	-2%	-3%
Cc1ccc(S(=O)(=O)N(C)c2ccc(C(=O)Nc3ccccn3)cc2)cc1	28%	12%	10%	-6%	-6%
CCOC(=O)Cn1nc(C)n(-c2ccc(C)cc2)c1=O	-5%	-10%	i	-1%	2%
CC(=O)N1CCC(=NNC(=O)CSc2cc(C)c(Br)cc2C)CC1	-9%	-10%	1.3%	2%	0%
CCOC(=O)C1=C(C)Nc2ccccc2N=C1NC(=O)/C=C/c1ccc(OC)cc1OC	-4%	32%	i	8%	4%
Cc1ccc(NCC2(N=Cc3ccccc3)OC(CO)C(O)C2O)cc1 (configuration not stated)	.	.	0.1%	.	-6%
COc1ccc(C(=O)NC2CCN(CC(=O)Nc3c(C)cccc3C)CC2)cc1OC	-3%	-11%	i	-3%	-5%
O=C(O)c1c[nH]c2cc(C(F)(F)F)ccc2c1=O	-4%	8%	1.2%	11%	-24%
CN(C)c1ccc(NC(=O)c2sc(SCC(=O)Nc3nccs3)nc2N)cc1	?	51%	2.1%	-14%	15%
O=C(N/N=C1\CCSC1)c1cc(Cl)ccc1O	20%	25%	1.5%	10%	-4%
COc1ccc(S(=O)(=O)N(C)CC(=O)NCCN2CCOCC2)cc1Cl	-7%	3%	0.3%	7%	4%
CC(O)C(NS(=O)(=O)c1ccc(Cl)cc1)C(=O)OCc1cc([N+](=O)[O-])cc2c1OCOC2 (configuration not stated)	2%	22%	2.3%	-11%	7%
CC(C)c1ccc(NC(=O)CSc2nc(=O)n(CCN3CCOCC3)c3c2CCC3)cc1	-5%	16%	0.1%	6%	-8%
COc1ccccc1C(=O)NC(=O)CSc1nnnn1C	1%	-3%	2.1%	.	2%
CCOC(=O)c1ccc(NC(=S)Nc2ccc(C)cc2)cc1	?	?	3.0%	-4%	0%
Cc1noc(NS(=O)(=O)c2ccc(NC(=O)C(C)C)cc2)c1C	-4%	-12%	2.3%	-5%	-11%
CN(CC(=O)N1CCN(c2ccccc2)CC1)S(=O)(=O)c1cccs1	-1%	7%	0.5%	4%	0%
N#C/C(=C\c1ccc(C#N)cc1)C(=O)c1ccccc1	8%	44%	0.6%	-4%	0%
Following part.
SMILES	H37Rv inhibition	tuberculosis growth	VEEV TC-83 Vero	PhoP GFP inhibition	H1N1 NS1A inhibition	others
CCOC(=O)C1=C(CC)Nc2ccccc2N=C1NC(=O)c1cc(C)on1	1%	-2%	8.6%	.	-14%
Cc1nc(NC(=O)COC(=O)c2cccs2)c(Cl)cc1Cl	.	.	1.6%	.	-4%
COc1cc(-c2nccc3cc4c(cc23)OCO4)cc(OC)c1OC	.	.	4.0%	.	5%
CCCn1nc(NC(=O)c2cccs2)c2cc3cc(C)ccc3nc21	14%	-9%	7.6%	-14%	-18%
CCN1CCN(CCCCOc2ccccc2F)CC1	-4%	0%	i	1%	-7%
C(=N\Nc1cc(N2CCCCC2)ncn1)/c1ccco1	10%	13%	1.7%	-4%	-5%
Cc1ncc(CSc2nc3ccccc3[nH]2)c(N)n1	3%	11%	3.5%	8%	0%
CS(=O)(=O)Nc1ccc(C2=NN(C(=O)c3cccc(F)c3)C(c3cccs3)C2)cc1 (configuration not stated)	19%	10%	2.5%	-2%	2%
Cc1ccc(S(=O)(=O)N2CCC(=O)CC2)cc1	9%	6%	i	-9%	-12%
